Screens as filed in PubChem.
influenza NS1A: H1N1 influenza NS1A inhibitors, functional cell based assay (AID 504329); NS1A functional cell-based assay, percent inhibition; higher % means a stronger effect; inhibition, % at 12.5 µM, or IC50 in µM where a hit was titrated; 0.3% of 340,000 active; in the data active means a potency from the dose series; inconclusive means inhibition above about 27% without an active follow-up result; further: strong numbers were not always called active
M. tuberculosis HTS: M. tuberculosis growth inhibition, HTS (AID 449762) | inhibition, % at 25 µM; hits with a dose series show IC50 in µM | 0.59% of 330,000 active | M. tuberculosis H37Rv growth inhibition, 7H9 media; higher % means a stronger effect; in the data active means a potency from the dose series; inconclusive means inhibition above about 70% without an active follow-up result;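 further: bacterial growth assessed after seven days of incubation; strong numbers were not always called active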
VEEV TC-83 Vero: inhibitors of VEEV TC-83 cytopathic effect, confirmation, Vero cells (AID 588727) | Vero cells, VEEV TC-83 cytopathic effect inhibition; higher % means a stronger effect | inhibition, % at 20 µM; hits with a dose series show IC50 in µM | 0.13% of 350,000 active; in the data active means a potency from the dose series; inconclusive means inhibition mostly from about 14% at the one dose, without a potency; inactive means the rest, 99 in 100 with inhibition below about 12%; further: strong numbers were not always called active
M. tuberculosis: growth inhibition of non-replicating M. tuberculosis (AID 488890); one-dose inhibition, % at 25 µM; IC50 in µM for titrated hits; Mycobacterium tuberculosis non-replicating, growth inhibition; higher % means a stronger effect; 0.39% of 320,000 active; in the data active means a potency from the dose series; inconclusive means inhibition mostly from about 82% at the one dose, without a potency; inactive means the rest, 99 in 100 with inhibition below about 76%;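 further: plate controls were DMSO cells for no effect and high antibiotic wells for full effect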
PhoP GFP inhibition: PhoP regulon inhibitors, Salmonella typhi PhoP promoter GFP reporter, confirmatory (AID 1850); Salmonella Typhi PhoP-promoter GFP reporter, fluorescence, 4 h; higher % means a stronger effect; inhibition, % at 50 µM, or IC50 in µM where a hit was titrated; 0.33% of 310,000 active; in the data active means a potency from the dose series; inconclusive means inhibition mostly from about 25% at the one dose, without a potency; inactive means the rest, 99 in 100 with inhibition below about 19%;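 further: 0% = induced wells with vehicle and 100% = uninduced wells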
VEEV TC-83 Vero 10K pilot screen: recorded beside VEEV TC-83 Vero, whose call it bears; inhibition, %; measured here: 10K pilot screen inhibition
An asterisk follows results filed as active; i = inactive; ? = inconclusive; nt = not tested or not shown; & = joins results of further samples.

SMILES | influenza NS1A | M. tuberculosis HTS | VEEV TC-83 Vero | M. tuberculosis | PhoP GFP inhibition | others
COC(=O)C1=C(C)N(C)C(=O)NC1c1ccc(O)c(OC)c1 (stereo unspecified) | 6.3% | -3.2% | 0.8% | nt | 0.0%
CCC(C)(C)c1ccc(OCCCC[n+]2cccc(C)c2C)c(C(C)(C)CC)c1 | 26.6% | ? | i | ? | 9.6%
Cc1ccc(S(=O)(=O)N(CC(=O)N2CCOCC2)CC(=O)N2CCOCC2)cc1 | 4.8% | -5.1% | 6.7% | -16.5% | 0.1%
CCN(CC)C(=O)NC(c1ccc(C)c(F)c1)C(Cl)(Cl)Cl (stereo unspecified) | -0.6% | 0.7% | 3.9% | 17.1% | -7.7%
CCCN(CC1CC1)C(=O)COC(=O)c1ccc2c(c1)C(=O)N(c1ccc(OCC)cc1)C2=O | 2.2% | 35.2µM* | 1.6% | ? | -38.5%
Fc1cccc(Nc2nc(-c3ccncc3)nc3ccccc23)c1 | -3.5% | 2.9% | 3.6% | 19.3% | -4.1%
Cc1cc(N/N=C(/CCC(=O)O)C(=O)O)nc2ccccc12 | 15.1% | 0.5% | 0.7% | -23.8% | -0.2%
CC(C)CCOP(=O)(c1ccccc1)c1ccccc1 | 3.8% | -4.4% | i | 8.8% | 0.3%
O=C(NCC1CCCO1)Nc1cc(Cl)cc(Cl)c1 (stereo unspecified) | 1.4% | 3.1% | 0.2% | 3.2% | 4.1% | VEEV TC-83 Vero 10K pilot screen=0.9
Cc1ccc(S(=O)(=O)N2CCOCC2)cc1C(=O)OCC(=O)NC1CCCCC1 | 5.1% | nt | 4.5% | nt | nt
COCCn1c(C)cc(C(=O)COc2nc3ccccc3nc2C)c1C | 19.4% | -1.5% | i | 9.8% | 9.8%
CS(=O)(=O)Nc1ccccc1N=C(c1ccccc1)c1ccccc1 | -26.7% | 1.1% | i | 4.2% | -2.9%
Fc1cccc(CN(C2=NCCN2)c2c(Cl)cccc2Cl)c1 | 3.0% | -0.4% | 2.3% | -7.4% | -13.7%
Cc1ccc2nc(-c3ccc(NC(=O)C(C)N4C(=O)c5ccccc5C4=O)cc3)sc2c1 (stereo unspecified) | -9.4% | -12.9% | 8.9% | -15.8% | -4.3%
CCOC(=O)c1c(NC(=O)c2ccccc2C)sc2c1CC(C)(C)OC2 | -6.2% | 3.1% | 5.7% | 40.2% | 8.8%
Cc1cc(C)n(CC(=O)c2cccc(N)c2)n1 | -6.1% | -6.3% | 0.1% | -17.6% | 7.7%
CCCCNC(=O)/C=C/c1ccc(OC)c(Br)c1 | 1.0% | 0.0% | 1.7% | 18.7% | 6.1%
Cc1nc(C(=O)N2CCCC(C(=O)c3ccc(Cl)cc3)C2)cs1 (stereo unspecified) | -8.6% | -1.0% | i | -2.8% | -1.1%
CCN(CC)S(=O)(=O)c1cccc(NC(=O)CN2C(=O)NC3(CCC(C)CC3)C2=O)c1 (stereo unspecified) | -3.7% | nt | 5.8% | nt | nt
CCCCn1c(N)c(N(CC(C)C)C(=O)c2cnccn2)c(=O)[nH]c1=O | -3.1% | -3.9% | i | 4.7% | 1.7%

Gathered by group: the entries above containing a Cl atom.
SMILES | influenza NS1A | M. tuberculosis HTS | VEEV TC-83 Vero | M. tuberculosis | PhoP GFP inhibition | others
CCN(CC)C(=O)NC(c1ccc(C)c(F)c1)C(Cl)(Cl)Cl (stereo unspecified) | -0.6% | 0.7% | 3.9% | 17.1% | -7.7%
O=C(NCC1CCCO1)Nc1cc(Cl)cc(Cl)c1 (stereo unspecified) | 1.4% | 3.1% | 0.2% | 3.2% | 4.1% | VEEV TC-83 Vero 10K pilot screen=0.9
Fc1cccc(CN(C2=NCCN2)c2c(Cl)cccc2Cl)c1 | 3.0% | -0.4% | 2.3% | -7.4% | -13.7%
Cc1nc(C(=O)N2CCCC(C(=O)c3ccc(Cl)cc3)C2)cs1 (stereo unspecified) | -8.6% | -1.0% | i | -2.8% | -1.1%

Quoted at random: 2 compounds from above, in no set order.
SMILES | influenza NS1A | M. tuberculosis HTS | VEEV TC-83 Vero | M. tuberculosis | PhoP GFP inhibition | others
CCN(CC)C(=O)NC(c1ccc(C)c(F)c1)C(Cl)(Cl)Cl (stereo unspecified) | -0.6% | 0.7% | 3.9% | 17.1% | -7.7%
CCCN(CC1CC1)C(=O)COC(=O)c1ccc2c(c1)C(=O)N(c1ccc(OCC)cc1)C2=O | 2.2% | 35.2µM* | 1.6% | ? | -38.5%

Other records:
SMILES | influenza NS1A | M. tuberculosis HTS | VEEV TC-83 Vero | M. tuberculosis | PhoP GFP inhibition | others
C=CCN=C(NC#N)SCC(=O)NCc1ccccc1 | 2.1% | 2.1% | 0.7% | -1.3% | 7.3%
CO/N=C\Cc1oc(=O)c(NC(=O)c2ccccc2)cc1C(=O)OC | -7.5% | 5.1% | 2.6% | -2.0% | -4.6%
CCc1ccc(N2C(=O)NC(=O)/C(=C/c3ccsc3)C2=O)cc1 | nt | -11.0% | nt | -4.0% | 4.5%
O=C(CSc1nnc(NC(=O)C2CC2)s1)Nc1ccc(F)cc1 | 6.4% | 0.5% | 7.2% | -1.9% | -4.5%
CN(C)S(=O)(=O)N1CCC(Oc2ccc(C(=O)NCCc3cscn3)cc2)CC1 | -3.5% | -0.1% | 5.0% | -2.8% | -1.5%
COc1ccc(C2C(C(N)=O)=C(C)Nc3nc(-c4cccc(Cl)c4)nn32)cc1OC (stereo unspecified) | 5.6% | 3.7% | 7.1% | -3.4% | 2.4%
Cc1ccc(S(=O)(=O)N2CCCCCC2)cc1C(=O)Nc1cccnc1 | -8.6% | 1.3% | 3.2% | -3.0% | 0.8%
C/C(=N\NC(=O)c1ccn(C)n1)c1cccc(NC(=O)c2ccncc2)c1 | 10.3% | 2.8% | 1.3% | -3.1% | -2.2%
Cc1cc(C)c(NC(=O)CN2CCOCCOCCOCCOCC2)c(C)c1 | 4.8% | -11.1% | 1.1% | 8.7% | 2.0%
Cn1c(SCC(N)=O)nnc1-c1ccc(S(=O)(=O)N2CCCC2)cc1 | -9.0% | 5.2% | 0.4% | -1.3% | 15.2%
Cc1cc(C)c(OCC(=O)Nc2nnc(C3CC3)s2)c(C)c1 | -2.6% | nt | 1.0% | nt | nt
CC1CCN(C(=O)N[C@@H](Cc2ccccc2)C(=O)O)CC1 | -0.2% | -3.8% | 1.0% | 3.5% | -8.4%
COc1ccc(C(CCN)c2ccc3c(c2)OCO3)cc1 (stereo unspecified) | 0.9% | 11.1% | i | 40.7% | -14.2%
CN(C)P1(N(C)C)=Nc2c(c(N)nn2C)C(c2ccccc2)=N1 | 1.4%&0.3% | 9.7% | 0.8%&0.6% | 14.6% | -4.4%
COC(=O)c1ccc(CO/N=C2\CCCc3nonc32)cc1 | -4.6% | 2.1% | 1.1% | 31.8% | -11.4%
O=C(C1CCC(CNS(=O)(=O)c2cccs2)CC1)N1CCN(c2ccc(F)cc2)CC1 (stereo unspecified) | 1.7% | 0.9% | 1.3% | -0.9% | 6.9%
Fc1ccc(N/N=C/c2ccncc2)c(F)c1 | -2.0% | ? | 2.4% | 35.2% | -1.6%
N#Cc1ccc(OCC(=O)OCC(=O)Nc2cc(C(F)(F)F)ccc2N2CCOCC2)cc1 | -0.3% | -5.7% | 0.1% | 25.6% | -3.8%
CC[C@@H]1C/C=C\Cc2ccccc2[C@@H](C(=O)C[C@H](O)CC(C)=O)OC1=O | -9.0% | 4.7% | 1.1% | -3.9% | nt
COc1ccc(/C=C/C(=O)NC(=S)NNC(=O)c2cnccn2)cc1 | 22.0% | -1.6% | ? | 10.1% | 49.8µM*
O=C(CNC(=O)c1ccc(Cl)cc1)c1ccc(Br)cc1 | -2.2% | ? | 0.2% | ? | -1.0%
COc1cccc(NC(=S)N2CCN(C)CC2)c1 | -4.2% | 0.0% | 0.9% | -12.8% | 4.6%
CCCNc1c(NS(=O)(=O)c2ccc(C)cc2C)c(=O)oc2ccccc12 | 1.3% | 1.4% | 2.0% | -2.3% | 13.4%
O=C(Nc1cc(Cl)cc(Cl)c1)C1CCCC1 | -2.5% | 6.9% | 0.7% | 67.0% | -3.7%
COc1ccccc1CCNC(=O)C1CCCO1 (stereo unspecified) | 8.7% | -3.3% | i | 14.9% | -10.4%
CC(C)(C)c1ccc(OCC(=O)N/N=C/c2ccc(N3CCOCC3)cc2)cc1 | -8.0% | 0.7% | 4.6% | 44.0% | 3.9%
CCOC(=O)c1nn(-c2ccccc2)c2nnc(Cc3ccc(C)cc3)c(=O)n12 | -3.0% | 0.6% | 0.1% | -3.5% | -2.4%
C#CCOCCOCCOCCNc1nc(N2CCN(C(=O)[C@H](CCCCN)n3cc([C@@H](N)C(C)CC)nn3)CC2)nc(N2CCN(C(=O)[C@H](Cc3ccc(O)cc3)n3cc([C@@H](N)CC(C)C)nn3)CC2)n1 (stereo partly specified) | 12.7% | ? | 0.3% | 68.5% | 14.8%
Cc1sc(NC(=O)CN2CCCC2)nc1-c1ccc2c(c1)CCN2C(=O)c1ccc(F)cc1 | -5.9% | 8.8% | 2.3% | 20.7% | -8.1%
NC(=O)C1(N2CCCCC2)CCN(C(=O)c2cccs2)CC1 | 23.7% | -7.4% | 0.2% | -10.5% | 4.6%
COc1ccc(CCNC(=O)c2cccs2)cc1 | -1.8% | -5.8% | 1.7% | 59.0% | -8.9%
Cc1sc2nc(C3CC3)nc(SCC(=O)N3CC(=O)Nc4ccccc43)c2c1C | -0.3% | 10.7% | 2.3% | 13.0% | -8.7%
Cc1cc(C=O)c(C)n1CC1CCCO1 (stereo unspecified) | 3.6% | -5.2% | 0.1% | -9.8% | -18.0%
CCSc1nc(-c2ccc(OC)cc2)ccc1C#N | -0.4% | 58.0% | 2.3% | 54.6% | -10.8%
CCCCNc1ccc(C(CC(N)=O)NC(=O)Cc2ccc(Br)cc2)cc1[N+](=O)[O-] (stereo unspecified) | -11.8% | 1.3% | i | -17.0% | 5.7%
Cc1ccc(NC(=O)CN(C)C(=O)c2ccccc2Sc2ccccc2C#N)cc1 | -5.2% | -5.7% | 5.6% | 21.2% | -1.0%
COc1ccc([C@H]2C=C(C(=O)O)O[C@@H](OCCCCO)C2)cc1 | 16.5% | -0.6% | 0.0% | 42.5% | -1.9%
C[C@H]1CN([C@@H](C)CO)C(=O)Cc2cc(NC(=O)CCC(F)(F)F)ccc2O[C@H]1CN(C)S(=O)(=O)c1ccc(F)cc1 | -4.4% | 4.2% | 0.8% | 29.3% | nt
Cc1ccc(S(=O)(=O)N(CC(=O)N/N=C/c2cccc(Cl)c2)c2cccc3cccnc23)cc1 | -2.8% | 3.2% | 1.6% | 5.3% | -10.0%
O=C(C1CC(=O)N(C2CCCCC2)C1)N1CCN(c2ccccc2)CC1 (stereo unspecified) | 0.6% | 1.3% | 2.0% | -3.8% | -3.8%
CCOC(=O)C1=C(CNCCc2ccc(Cl)cc2)NC(=O)NC1c1cccc([N+](=O)[O-])c1 (stereo unspecified) | -5.3% | -7.9% | i | 33.4% | -1.4%
COc1ccc(CNC(=O)CN(C(=O)c2csnn2)c2ccccc2F)cc1 | -1.3% | -3.6% | 0.1% | -6.3% | -7.5%
Cc1ccc(NC(=S)N2CCC(N(C)CC3CCCO3)CC2)cc1C (stereo unspecified) | 3.9% | -3.1% | i | 6.4% | -11.1%
Cc1cc(NC(=O)c2cc(-c3ccncc3)nc3c(C)cccc23)no1 | -0.7% | 46.5µM* | 12.0% | 14.6% | -3.4%
CN(C)c1ncc(S(=O)(=O)c2ccc(Cl)cc2)c(-c2ccccc2)n1 | -7.2% | 5.9% | i | 19.2% | -3.2%
COc1ccc(Cl)c2sc(N3CCN(C(=O)c4ccco4)CC3)nc12 | -4.1% | -9.2% | 8.8% | -2.3% | 5.9%
COc1cc(/C=C(/C#N)c2ccccc2F)ccc1OCc1ccccc1 | -0.7% | ? | 1.3% | 47.7% | -6.2%
Cc1ccc(-c2ccc(=O)n(CC(=O)NCc3ccc(F)cc3)n2)cc1 | 3.2% | 1.7% | 0.3% | -13.1% | 6.3%
CN1/C(=C\C=C2C(=O)NC(=O)NC2=O)C(C)(C)c2ccccc21 | -3.9% | 8.6% | 3.7% | 4.1% | -14.2%
COC(=O)c1cc(Br)c(=O)n(CCc2ccccc2)c1 | -5.0% | -3.0% | 1.9% | 5.6% | 7.2%
COc1ccccc1NC(=O)c1ccc(COc2ccccc2OC)cc1 | -18.0% | 8.0% | 3.1% | 39.6% | -2.0%
CC(=O)N1CCN(C(=O)c2cc(=O)c3ccccc3o2)CC1 | 2.9% | -6.1% | 0.5% | 2.2% | 10.4%
COc1cccc(/C=N/NC(=O)C(=O)NCc2cccnc2)c1 | -2.1% | -3.9% | 0.1% | 8.8% | -10.3%
